Source: PubChem BioAssay
TROY NFkB inh: TROY signaling inhibition; Q293 LMP1-TROYcd NF-kB luciferase reporter, 4 h; inhibition, % at 10 µM; actives 0.98% (n = 360,000);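 active means compounds whose plate-normalised and pattern-corrected inhibition of the luciferase reporter signal at the single screening dose is 50% or more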
NOD2 RIPK2 PPI: NOD2-RIPK2 protein interaction inhibition | O43353 | CHO BLA complementation NOD2-RIPK2, CCF4 ratio | inhibition, % at 4.98 µM | actives 0.38% (n = 360,000); in the data active means inhibition above about 21%;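 further: 0% = vehicle only and 100% = reference blocker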
NCOA2 inhibitor: inhibits human steroid receptor coactivator 2; Q15596; HEK293 GAL4-SRC2 luciferase reporter, luminescence; inhibition, % at 9 µM; actives 0.17% (n = 370,000); AID 651957;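 active means inhibition above the mean inhibition of all tested compounds plus 3 SD, set per campaign, cut at about 52% in these data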;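 further: 0% = DMSO treated cells and 100% = cells given Gossypol at 36 µM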
SRC3 inh: human NCOA3 inhibition; Q9Y6Q9; AID 588352; inhibition, % at 3.6 µM; actives 0.17% (n = 360,000); HEK293 GAL4-SRC3 luciferase reporter, luminescence;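 active means inhibition above a per-campaign cutoff, the mean of all compounds plus 3 SD, cut at about 60% in these data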;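 further: 0% = DMSO-treated cells and 100% = gossypol-treated cells at 36 µM; higher means less SRC3-driven luciferase light from the GAL4 reporter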
TRAIL sens C8: caspase-8 TRAIL sensitization; NB7+C8 cells + TRAIL, ATPlite viability luminescence; actives 1% (n = 360,000); AID 624354; inhibition (viability loss, TRAIL sensitization), % at 10 µM;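 active means compounds causing at least 50% loss of cell viability in the single-dose screen, relative to plate controls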
LRH-1 inv ag: inverse agonists of human LRH-1 (NR5A2); HEK293T StAR-luciferase reporter, LRH-1 transfected, 24 h; inhibition, % at 3.6 µM; actives 0.13% (n = 360,000); O00482;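 active means inhibition above the mean inhibition of all tested compounds plus 3 SD, cut at about 73% in these data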;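 further: 0% = DMSO wells and 100% = reporter-only cells lacking LRH-1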
EBV LMP1 NFkB: inhibitors of Epstein-Barr LMP1-induced NF-kappaB reporter; LMP1-induced NF-kappaB luciferase reporter cells, luminescence; inhibition, % at 12.5 µM; actives 0.69% (n = 350,000); in the data active means inhibition above about 41%;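 further: 0% = neutral control wells and 100% = reference inhibitor control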
Vif imaging: inhibitors of HIV Vif; HEK293T cells, Vif self-association by quenched fluorescence, imaging, 24 h; inhibition, % at 7.49 µM; actives 0.35% (n = 340,000); AID 602346; in the data active means inhibition above about 50%, passing the limit was not always enough; further: some results filed as inactive read as strong as hits
TLR9-MyD88 inh: blocks human TLR9 binding to MyD88. inhibition, % at 4.98 µM. actives 0.21% (n = 340,000). CHO BLA complementation TLR9-MyD88, CCF4 FRET ratio. AID 504734. Q9NR96+Q99836;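 active means inhibition above the mean over all tested compounds plus 3 SD, cut at about 21% in these data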;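 further: 0% = DMSO only wells and 100% = clavulanate BLA inhibitor control wells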
SRC1 inh: human NCOA1 inhibition; Q15788; HEK293 GAL4-SRC1 luciferase reporter, luminescence; inhibition, % at 3.6 µM; actives 0.12% (n = 360,000); AID 588354;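 active means inhibition above the campaign mean plus 3 SD, with each screening campaign given its own cutoff, cut at about 60% in these data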;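 further: 0% = DMSO treated cells and 100% = gossypol at 36 µM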
Target sequence (Q15788 whole entry, looked up, the tested form may be a part): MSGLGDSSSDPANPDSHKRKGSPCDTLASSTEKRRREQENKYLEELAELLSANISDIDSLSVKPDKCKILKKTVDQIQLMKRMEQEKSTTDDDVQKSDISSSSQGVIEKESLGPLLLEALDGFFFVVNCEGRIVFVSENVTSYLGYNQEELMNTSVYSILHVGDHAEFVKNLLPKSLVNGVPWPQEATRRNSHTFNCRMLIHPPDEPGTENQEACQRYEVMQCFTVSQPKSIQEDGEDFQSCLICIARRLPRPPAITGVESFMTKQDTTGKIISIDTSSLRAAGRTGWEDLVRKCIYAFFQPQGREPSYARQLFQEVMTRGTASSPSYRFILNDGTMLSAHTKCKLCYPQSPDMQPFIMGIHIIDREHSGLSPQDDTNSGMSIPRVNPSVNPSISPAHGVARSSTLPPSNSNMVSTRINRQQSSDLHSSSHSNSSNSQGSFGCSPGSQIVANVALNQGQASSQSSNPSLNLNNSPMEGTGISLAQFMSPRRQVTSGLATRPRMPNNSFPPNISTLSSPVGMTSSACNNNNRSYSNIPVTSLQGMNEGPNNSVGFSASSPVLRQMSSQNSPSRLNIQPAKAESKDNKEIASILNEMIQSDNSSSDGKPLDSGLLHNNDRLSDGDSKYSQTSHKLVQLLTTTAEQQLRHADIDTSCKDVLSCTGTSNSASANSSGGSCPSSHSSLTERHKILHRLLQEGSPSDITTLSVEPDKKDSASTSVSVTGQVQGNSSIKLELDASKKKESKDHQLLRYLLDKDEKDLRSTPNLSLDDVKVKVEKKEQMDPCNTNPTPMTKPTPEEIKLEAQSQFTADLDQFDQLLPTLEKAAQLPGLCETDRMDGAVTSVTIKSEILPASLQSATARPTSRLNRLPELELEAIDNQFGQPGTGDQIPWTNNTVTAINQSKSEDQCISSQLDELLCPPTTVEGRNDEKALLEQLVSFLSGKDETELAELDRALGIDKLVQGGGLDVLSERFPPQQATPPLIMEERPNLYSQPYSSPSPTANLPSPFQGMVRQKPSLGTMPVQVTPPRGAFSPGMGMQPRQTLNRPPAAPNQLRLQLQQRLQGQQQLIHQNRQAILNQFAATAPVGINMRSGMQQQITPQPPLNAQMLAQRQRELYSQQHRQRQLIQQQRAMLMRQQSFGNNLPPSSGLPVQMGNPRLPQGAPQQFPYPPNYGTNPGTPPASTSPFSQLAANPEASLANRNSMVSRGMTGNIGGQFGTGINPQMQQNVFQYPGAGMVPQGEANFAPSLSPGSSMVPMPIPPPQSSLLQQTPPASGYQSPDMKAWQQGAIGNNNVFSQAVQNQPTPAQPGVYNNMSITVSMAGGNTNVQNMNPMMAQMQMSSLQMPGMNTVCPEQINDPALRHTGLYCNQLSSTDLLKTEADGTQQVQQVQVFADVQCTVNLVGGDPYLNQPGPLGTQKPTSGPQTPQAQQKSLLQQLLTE
NR2F2 inh: inhibitors of human COUP-TFII (NR2F2) | actives 0.7% (n = 370,000) | inhibition, % at 8.6 µM | P24468 | AID 686940 | HEK293T NGFI-A luciferase reporter, luminescence;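 active means inhibition above a per-plate cutoff, mean inhibition of test wells between control levels plus 3 SD, cut at about 38% in these data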;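 further: cells cotransfected with COUP-TFII expression vector driving the NGFI-A reporter; 0% = median of COUP-TF2 test wells and 100% = reporter-only cells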
The depositor's hits bear a star. This is a subset; rates above refer to the full screens.

Screening O=C(CCS(=O)(=O)c1ccc(F)cc1)Nc1nnc(-c2ccc(F)cc2)o1 returned TROY NFkB inh 4, NOD2 RIPK2 PPI 2, NCOA2 inhibitor -33, SRC3 inh 10, TRAIL sens C8 16, LRH-1 inv ag 21, EBV LMP1 NFkB 3, Vif imaging 2, TLR9-MyD88 inh -4, SRC1 inh -2 and NR2F2 inh 7.
COc1cc2nc(CN3CCC(C(O)(c4ccccc4)c4ccccc4)CC3)[nH]c(=O)c2cc1OC was read as TROY NFkB inh 11, NOD2 RIPK2 PPI -1, NCOA2 inhibitor 1, SRC3 inh 10, TRAIL sens C8 13, LRH-1 inv ag -8, EBV LMP1 NFkB 0, Vif imaging -3, TLR9-MyD88 inh 4, SRC1 inh 2 and NR2F2 inh 6.
`COc1ccc(C2CC(c3ccc(OC)cc3)n3nc(NS(C)(=O)=O)nc3N2)cc1` (centres undefined) gave TROY NFkB inh 5, NOD2 RIPK2 PPI -7, NCOA2 inhibitor -12, SRC3 inh 23, TRAIL sens C8 -15, LRH-1 inv ag 1, EBV LMP1 NFkB 5, Vif imaging -1, TLR9-MyD88 inh -4, SRC1 inh 3 and NR2F2 inh 11.
`COc1ccc(-c2cc3ccc(OCC(N)=O)cc3oc2=O)cc1OC` gave TROY NFkB inh -27, NOD2 RIPK2 PPI -14, NCOA2 inhibitor -11, SRC3 inh -32, TRAIL sens C8 -14, LRH-1 inv ag -34, EBV LMP1 NFkB -11, Vif imaging 17, TLR9-MyD88 inh 8, SRC1 inh -9 and NR2F2 inh -26.
Cc1cc(C)nc(SCNC(=O)c2ccc(F)cc2)n1 was read as TROY NFkB inh 14, NOD2 RIPK2 PPI 9, NCOA2 inhibitor -5, SRC3 inh -11, TRAIL sens C8 -4, LRH-1 inv ag 3, EBV LMP1 NFkB 5, Vif imaging -4, TLR9-MyD88 inh 13, SRC1 inh -37 and NR2F2 inh 10.
`O=C(c1c(Cl)nc2sccn12)N1CCCc2ccccc21` gave TROY NFkB inh 7, NOD2 RIPK2 PPI -1, NCOA2 inhibitor 0, SRC3 inh -1, TRAIL sens C8 1, LRH-1 inv ag -29, EBV LMP1 NFkB 15, Vif imaging -5, TLR9-MyD88 inh -3, SRC1 inh -8 and NR2F2 inh 13.
Screening COc1ccccc1NC(=O)C(C)OC(=O)CCNS(=O)(=O)c1cccc(C(F)(F)F)c1 (centres undefined) returned TROY NFkB inh 3, NOD2 RIPK2 PPI 1, NCOA2 inhibitor -7, SRC3 inh 3, TRAIL sens C8 -6, LRH-1 inv ag -6, EBV LMP1 NFkB 4, Vif imaging -12, TLR9-MyD88 inh 3, SRC1 inh -7 and NR2F2 inh 5.
For C=C(C)C(=O)Oc1ccc(N2C(=O)[C@@H]3C4C=CC(C4)[C@@H]3C2=O)cc1 the results were TROY NFkB inh 26, NOD2 RIPK2 PPI -9, NCOA2 inhibitor -32, SRC3 inh 3, TRAIL sens C8 -15, LRH-1 inv ag 1, EBV LMP1 NFkB 3, Vif imaging -5, TLR9-MyD88 inh -3, SRC1 inh -4 and NR2F2 inh 12.
For O=C(Nc1nc2ccc3ccccc3c2s1)c1ccc(N2CCCCC2)c([N+](=O)[O-])c1 the results were TROY NFkB inh -19, NOD2 RIPK2 PPI -9, NCOA2 inhibitor -1, SRC3 inh 4, TRAIL sens C8 18, LRH-1 inv ag -11, EBV LMP1 NFkB 7, Vif imaging 1, TLR9-MyD88 inh -15, SRC1 inh 6 and NR2F2 inh 11.
Screening CCOc1cc(C=O)ccc1OCc1cc(=O)n2cc(C)ccc2n1 returned TROY NFkB inh 3, NOD2 RIPK2 PPI -7, NCOA2 inhibitor 0, SRC3 inh 13, TRAIL sens C8 7, LRH-1 inv ag 9, EBV LMP1 NFkB -2, Vif imaging -10, TLR9-MyD88 inh 4, SRC1 inh -9 and NR2F2 inh -7.
`Cc1ccc(NC(=O)CN(C)C(=O)c2cccc(S(=O)(=O)N3CCc4ccccc43)c2)cc1` gave TROY NFkB inh -2, NOD2 RIPK2 PPI 8, NCOA2 inhibitor -22, SRC3 inh 5, TRAIL sens C8 -1, LRH-1 inv ag -14, EBV LMP1 NFkB 24, Vif imaging -10, TLR9-MyD88 inh -12, SRC1 inh -7 and NR2F2 inh 13.
CCCCNc1ccc(C(CC(N)=O)NC(=O)c2cc(C)cc(C)c2)cc1[N+](=O)[O-] (centres undefined) was read as TROY NFkB inh 3, NOD2 RIPK2 PPI -7, NCOA2 inhibitor 1, SRC3 inh -6, TRAIL sens C8 -3, LRH-1 inv ag -21, EBV LMP1 NFkB -2, Vif imaging 1, TLR9-MyD88 inh 1, SRC1 inh 9 and NR2F2 inh -1.
Screening Cc1ccccc1C(=O)Nc1nnc(-c2ccncc2)o1 returned TROY NFkB inh 0, NOD2 RIPK2 PPI 7, NCOA2 inhibitor -3, SRC3 inh -20, TRAIL sens C8 -7, LRH-1 inv ag -31, EBV LMP1 NFkB -5, Vif imaging -11, TLR9-MyD88 inh 3, SRC1 inh -8 and NR2F2 inh 18.
For Cc1ccc(-c2csc(NC(=O)C[n+]3cc(-c4ccc(C)cc4)n4c3CCC4)n2)cc1 the results were TROY NFkB inh 5, NOD2 RIPK2 PPI -8, NCOA2 inhibitor -35, SRC3 inh 19, TRAIL sens C8 19, LRH-1 inv ag -13, EBV LMP1 NFkB -8, Vif imaging -8, TLR9-MyD88 inh 2, SRC1 inh -40 and NR2F2 inh -2.
`O=C(COc1ccccc1)Nc1cc(Cl)ccc1Cl` gave TROY NFkB inh -42, NOD2 RIPK2 PPI 6, NCOA2 inhibitor -22, SRC3 inh -64, TRAIL sens C8 9, LRH-1 inv ag -26, EBV LMP1 NFkB -34, Vif imaging -5, TLR9-MyD88 inh -12, SRC1 inh -46 and NR2F2 inh -16.
O=C(COC(=O)Cc1cccc(C(F)(F)F)c1)Nc1cccc2ccccc12 was read as TROY NFkB inh -15, NOD2 RIPK2 PPI 6, NCOA2 inhibitor -10, SRC3 inh 14, TRAIL sens C8 -13, LRH-1 inv ag 8, EBV LMP1 NFkB 5, TLR9-MyD88 inh 4, SRC1 inh -12 and NR2F2 inh 11.
`O=C(NN=C1CCCCCC1)c1cc(-c2ccccc2)nc2ccccc12` gave TROY NFkB inh 3, NOD2 RIPK2 PPI -5, NCOA2 inhibitor -15, SRC3 inh 1, TRAIL sens C8 -3, LRH-1 inv ag 14, EBV LMP1 NFkB 3, Vif imaging 8, TLR9-MyD88 inh 5, SRC1 inh -3 and NR2F2 inh 8.
`Cc1cc(C)cc(NC(=S)N2CCC(NC(=O)c3ccc(F)cc3)CC2)c1` gave TROY NFkB inh -32, NOD2 RIPK2 PPI -2, NCOA2 inhibitor 3, SRC3 inh -6, TRAIL sens C8 6, LRH-1 inv ag 7, EBV LMP1 NFkB -12, Vif imaging -2, TLR9-MyD88 inh 0, SRC1 inh -32 and NR2F2 inh -16.
CCCC1CCc2c(sc(N)c2C(N)=O)C1 (centres undefined) was read as TROY NFkB inh -14, NOD2 RIPK2 PPI -6, NCOA2 inhibitor -5, SRC3 inh 13, TRAIL sens C8 -12, LRH-1 inv ag -6, EBV LMP1 NFkB 4, Vif imaging -16, TLR9-MyD88 inh 3, SRC1 inh 5 and NR2F2 inh 2.
COc1ccc(-c2c(N)cnc(C(=O)O)c2C)c(OCc2ccccc2)c1OC was read as TROY NFkB inh -12, NOD2 RIPK2 PPI 0, NCOA2 inhibitor 5, SRC3 inh -3, TRAIL sens C8 -4, LRH-1 inv ag 17, EBV LMP1 NFkB 2, Vif imaging 9, TLR9-MyD88 inh 8, SRC1 inh 14 and NR2F2 inh -8.
`C#CCOc1ccc(OC)cc1C(c1c(C)[nH][nH]c1=O)c1c(C)[nH][nH]c1=O` gave TROY NFkB inh 17, NOD2 RIPK2 PPI 9, SRC3 inh 11, TRAIL sens C8 0, LRH-1 inv ag 5, EBV LMP1 NFkB 7, Vif imaging 19, TLR9-MyD88 inh 0 and SRC1 inh -39.
Screening COC(=O)Cn1c(N2CCCC2)nc2c1c(=O)n(C)c(=O)n2C returned TROY NFkB inh 0, NOD2 RIPK2 PPI -5, NCOA2 inhibitor 25, SRC3 inh 13, TRAIL sens C8 -3, LRH-1 inv ag -5, EBV LMP1 NFkB -2, Vif imaging -8, TLR9-MyD88 inh -3, SRC1 inh 11 and NR2F2 inh -12.
Screening CCOC(=O)C1=CCN(S(=O)(=O)c2ccccc2Cl)C1c1cccc(Br)c1 (centres undefined) returned TROY NFkB inh 17, NOD2 RIPK2 PPI -6, NCOA2 inhibitor 0, SRC3 inh -1, TRAIL sens C8 -1, LRH-1 inv ag 9, SRC1 inh 13 and NR2F2 inh 15.
`CN1CCN(C(=O)c2ccc(COc3ccc(C(C)(C)C)cc3)o2)CC1` gave NOD2 RIPK2 PPI 8, NCOA2 inhibitor -25, SRC3 inh -60, TRAIL sens C8 11, LRH-1 inv ag -114, EBV LMP1 NFkB -18, Vif imaging -13, TLR9-MyD88 inh 9, SRC1 inh -64 and NR2F2 inh 7.
COc1ccc(OC)c(S(=O)(=O)NC2CC(=O)N(c3cccc(F)c3)C2)c1 (centres undefined) was read as TROY NFkB inh 6, NOD2 RIPK2 PPI -5, NCOA2 inhibitor -15, SRC3 inh -11, TRAIL sens C8 9, LRH-1 inv ag -10, EBV LMP1 NFkB 1, Vif imaging -11, TLR9-MyD88 inh 4, SRC1 inh 3 and NR2F2 inh 16.
`Cc1ccc2c(c1)/C(=C/c1ccccc1F)C(=O)N2` gave TROY NFkB inh -29, NOD2 RIPK2 PPI -5, NCOA2 inhibitor -19, SRC3 inh 24, TRAIL sens C8 1, LRH-1 inv ag 34, EBV LMP1 NFkB -7, Vif imaging 1, TLR9-MyD88 inh 4, SRC1 inh 7 and NR2F2 inh 0.
Screening O=C(c1ccco1)N1CCC(c2nc3c(nnn3Cc3ccccc3Cl)c(=O)[nH]2)CC1 returned TROY NFkB inh 4, NOD2 RIPK2 PPI 4, NCOA2 inhibitor 16, SRC3 inh 9, TRAIL sens C8 -8, LRH-1 inv ag -2, EBV LMP1 NFkB -10, Vif imaging 6, TLR9-MyD88 inh 8, SRC1 inh -20 and NR2F2 inh 23.
Cc1ccc2nc(SCC(=O)c3ccc4c(c3)NC(=O)CO4)[nH]c2c1 was read as TROY NFkB inh 6, NOD2 RIPK2 PPI -1, NCOA2 inhibitor -22, SRC3 inh 3, TRAIL sens C8 -10, LRH-1 inv ag 13, EBV LMP1 NFkB 11, Vif imaging -5, TLR9-MyD88 inh 9, SRC1 inh 4 and NR2F2 inh 6.
`CCn1c(SCC(=O)O)nnc1-c1ccccc1OC` gave TROY NFkB inh -12, NOD2 RIPK2 PPI -4, NCOA2 inhibitor 7, SRC3 inh 18, TRAIL sens C8 -5, LRH-1 inv ag 17, EBV LMP1 NFkB 1, Vif imaging 3, TLR9-MyD88 inh 9, SRC1 inh 14 and NR2F2 inh -9.
